SENP8 block = inhibitors of human SENP8 protease | Q96LD8 | recombinant SENP8, Nedd8 substrate fluorescence | inhibition, % at 20 µM | hit rate 0.64% among 360,000 | AID 602440; in the data active = inhibition mostly above about 40%, no sharp cut-off; inactive = mostly below about 27%
SENP7 block = blocks the human protease SENP7; inhibition, % at 5 µM; recombinant SENP7, Z-RLRGG-aminoluciferin luminescence, 40 min; hit rate 1.5% among 330,000; Q9BQF6;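 active = inhibition above about 50% at the single test dose, limit read from the data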;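 note: plate controls were DMSO with enzyme for no effect and no enzyme buffer wells for full effect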
SENP6 inh = inhibitors of human SENP6 protease. Q9GZR1. Recombinant SENP6 catalytic domain, aminoluciferin luminescence. inhibition, % at 10 µM. hit rate 1.8% among 330,000;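 active = inhibition above about 50% at the single tested dose, limit read from the data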;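 note: plate controls were DMSO wells with enzyme for no effect and DMSO wells lacking enzyme for full effect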
Target sequence (Q9GZR1 628-1112 limits assumed): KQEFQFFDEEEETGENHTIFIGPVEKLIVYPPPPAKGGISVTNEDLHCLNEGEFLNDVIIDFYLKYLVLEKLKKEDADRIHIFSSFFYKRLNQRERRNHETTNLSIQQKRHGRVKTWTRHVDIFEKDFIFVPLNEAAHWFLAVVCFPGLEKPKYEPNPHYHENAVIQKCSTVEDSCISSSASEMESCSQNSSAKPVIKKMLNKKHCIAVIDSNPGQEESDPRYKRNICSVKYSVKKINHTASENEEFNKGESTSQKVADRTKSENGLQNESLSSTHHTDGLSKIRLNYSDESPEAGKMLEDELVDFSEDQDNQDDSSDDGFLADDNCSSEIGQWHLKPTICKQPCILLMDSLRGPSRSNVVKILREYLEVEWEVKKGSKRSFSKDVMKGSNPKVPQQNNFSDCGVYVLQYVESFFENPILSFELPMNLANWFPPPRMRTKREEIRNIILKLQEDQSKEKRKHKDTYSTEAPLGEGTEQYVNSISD
HKDC1 inh = HKDC1 (human) hexokinase inhibition; Q2TB90; AID 493160; recombinant HKDC1, G6PDH/diaphorase resazurin coupled fluorescence; inhibition, % at 20 µM; hit rate 0.16% among 340,000;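 active = inhibition above about 35% when tested at 20 µM, limit read from the data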;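 note: plate controls were DMSO wells with enzyme for no effect and DMSO wells lacking enzyme for full effect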
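System: Recombinant HKDC1 hexokinase | Amount: HKDC1 at 5 µg/mL | Reagent: Glucose with 1 mM ATP | Doses: Single 20 µM dose | Incubation: Reaction time 90 min, room temperature, protected from light | Signal: Coupled resazurin fluorescence, excitation 525 nm, emission 613 nm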
MPTP inh = blocks calcium-induced mitochondrial swelling; isolated mouse mitochondria, Ca2+ swelling absorbance, 30 min; inhibition, % at 10 µM; hit rate 1.4% among 360,000; AID 602449;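 active = inhibition of 50% or more, scaled per plate between neutral and stimulator controls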;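 note: 0% = DMSO wells given calcium and 100% = 1 mM EGTA wells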
GRIN3A LBD mod = modulates the human NR3A ligand-binding domain; NR3A LBD differential scanning fluorimetry, Tm shift; 0% = protein alone, 100% = glycine-bound protein; Tm shift relative to glycine control, % at 25 µM; hit rate 2.5% among 340,000;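 active = melting temperature shift of at least 10% of the positive control shift, at one fixed dose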
PfGluPho inh = PfG6PD (Plasmodium falciparum) enzyme inhibition | PfGluPho enzyme, NADPH resazurin-diaphorase fluorescence | inhibition, % at 20 µM | hit rate 0.78% among 350,000 | AID 504690;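 active = inhibition reaching at least a set limit at 20 µM in the primary screen, cut at about 59% in these data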;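 note: 0% = DMSO wells with substrate and 100% = DMSO wells lacking glucose-6-phosphate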
ATG4B inhibitor = ATG4B (human) cysteine protease inhibition | Q9Y4P1 | ATG4B cleavage of LC3-PLA2, NBD-HPC fluorescence, 1 h | inhibition, % at 8.33 µM | hit rate 0.51% among 340,000 | AID 504462; in the data active = inhibition above about 40%
Target sequence (Q9Y4P1 whole entry, looked up): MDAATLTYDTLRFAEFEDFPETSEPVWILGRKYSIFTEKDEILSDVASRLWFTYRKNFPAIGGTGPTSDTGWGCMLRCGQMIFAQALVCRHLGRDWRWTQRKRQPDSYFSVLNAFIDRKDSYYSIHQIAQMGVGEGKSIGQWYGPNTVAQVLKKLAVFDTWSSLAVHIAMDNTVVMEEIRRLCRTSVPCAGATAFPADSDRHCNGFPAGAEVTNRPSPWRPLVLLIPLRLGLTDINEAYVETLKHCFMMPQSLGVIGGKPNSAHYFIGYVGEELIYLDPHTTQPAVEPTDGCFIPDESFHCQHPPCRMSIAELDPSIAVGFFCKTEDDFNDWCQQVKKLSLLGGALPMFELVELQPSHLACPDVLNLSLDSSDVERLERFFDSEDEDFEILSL
* = called active by the depositor; / = no result given. Compounds as they come; 6.9% or so of the library scored in one or more.

SMILES	SENP8 block	SENP7 block	SENP6 inh	HKDC1 inh	MPTP inh	GRIN3A LBD mod	PfGluPho inh	ATG4B inhibitor
Cc1ccc(-c2noc(CNC(=O)c3ccoc3C)n2)cc1	-3	6	-21	-3	0.7	-1	7	-4
CCC(=O)N1CCN(c2ccccc2NC(=O)Cc2ccccc2)CC1	7	2	-3	1	0.7	-2	-13	5
COc1ccc(/C=N/Nc2nc3ccccc3s2)cc1O	-248	/	/	-7	0.1	13*	28	-15
O=c1oc2c(CN3CCOCC3)c(O)ccc2c2ccccc12	-34	-1	-8	9	0.0	0	-9	0
CCc1ccc(CC)c(S(=O)(=O)Nc2ccc(O)c(C(=O)O)c2)c1	11	6	11	1	-2.4	-10	16	13
COc1cc(NC(=O)c2ccc(Br)cc2)c(OC)cc1NC(=O)c1ccccc1	-8	-3	-16	-5	2.6	2	-7	0
Cc1cccc(NC(=O)CSc2nc3ccc(N4C(=O)c5ccccc5C4=O)cc3s2)c1C	11	-3	4	-11	-0.8	6	20	3
O=C(CCn1c(=O)sc2ccccc21)Nc1ccon1	13	-5	1	-6	0.2	3	3	-6
Cc1cc2nc(C)n3c4ccccc4nc3n2n1	-3	13	11	-5	-0.2	-2	-1	-6
CSc1cccc(NC(=O)CSc2ccc(C)cc2)c1	29	7	-5	-2	-0.9	-4	2	-6
CC1CCCN(CC(=O)Nc2cccc([N+](=O)[O-])c2)C1 (centres undefined)	15	-1	-12	-11	0.2	-3	0	-2
COc1ccc(-c2cc(=O)c3ccccc3[nH]2)cc1	-143	-2	-20	-4	-1.6	-1	15	-4
CCCCC1(C)Cc2ccccc2C(=S)N1 (centres undefined)	17	6	-10	-1	1.2	-3	3	-7
O=C(Nc1nc(-c2cccnc2)cs1)c1ccccc1Cl	15	1	4	-9	1.5	0	12	3
COc1ccc(C(=O)CSc2nnc(CN3CCCCC3)n2-c2ccc(F)cc2)cc1	12	6	-2	4	0.8	-3	-14	-5
CCN(CC)S(=O)(=O)c1ccc(NC(=O)c2ccccc2N(C)S(C)(=O)=O)cc1	8	4	-4	-10	2.9	-1	1	-7
Cc1cc(NC(=O)c2cc(C3CC3)on2)no1	30	4	-10	0	-1.6	-1	8	0
Cc1ccccc1OCC(=O)Nc1nnc(C2CC2)s1	3	-9	-7	1	-1.5	-1	9	-4
COc1ccc(CCN2CC(C(=O)Nc3nccs3)CC2=O)cc1OC (centres undefined)	4	-1	11	-2	-0.5	-1	0	-3
CCOc1ccc(S(=O)(=O)n2cnc3cc(C)c(C)cc32)cc1	8	2	-20	-4	15	-3	-1	1
Cc1c(CCO)c(=O)[nH]n1S(=O)(=O)c1ccc(Cl)cc1Cl	-3	-6	-18	8	0.5	1	9	-4
CC(=O)Nc1ccc2nc(-c3cccn3C)[nH]c2c1	-142	4	-7	-5	-0.7	-2	1	9
CN(CC(=O)OCC(=O)NC1CCCC1)S(=O)(=O)c1ccc(Cl)cc1	4	9	7	3	-0.5	-2	-6	-4
COc1cccc(CNC(=O)Cn2c(=O)c3cccn3c3ccccc32)c1	-3	-7	16	-5	-1.0	2	0	-2
O=C(O)CN1C(=O)/C(=C\c2cccc(OC(=O)c3ccco3)c2)SC1=S	13	-5	-1	9	0.1	3	-16	-17
CCOC(=O)c1[nH]cnc1C(=O)Nc1cccc(Cl)c1	1	-7	-5	-6	-1.6	-3	3	-5
Cc1cc(/C=N/NC(N)=O)c(C)n1-c1ccc(F)cc1	30	8	-13	-4	-0.3	2	5	-3
O=C(Nc1nc(-c2ccc(F)c(F)c2)cs1)Nc1ccc(F)cc1F	9	1	-9	-3	5.6	5	-8	6
Cc1nc2ccc3nc(NC(=O)c4ccco4)sc3c2s1	-320	31	21	7	-1.4	-4	36	-5
COc1ccc(-c2cn(Cc3ccc(C(N)=O)cc3)c(CCN)n2)cc1	-195	-6	-4	1	0.8	-2	0	1
Cc1cc(NC(=O)Cc2ccccc2)nc2c1c(=O)oc1ccccc12	-17	-14	-6	-1	1.5	2	15	-3
Cc1ccc(NC(=O)COC(=O)c2cc(=O)c3cc(F)ccc3o2)cc1	18	-4	-9	0	0.0	1	6	-6
Cc1cc(C)n(C(=O)C(C(=O)c2ccccc2)C(C)C)n1 (centres undefined)	10	-9	-17	-7	3.6	1	-1	-1
COc1ccccc1NC(=O)c1cccc2c(Br)cccc12	5	3	3	-3	0.2	0	28	16
Cc1cc(C)cc(NC(=O)N2CCCC2C(=O)NCc2ccco2)c1 (centres undefined)	3	-1	-1	-10	-0.2	-1	10	-2
COc1ccc(S(=O)(=O)N2CCOC2CNC(=O)C(=O)NCc2ccncc2)cc1C (centres undefined)	12	-5	-5	5	0.0	-2	-2	8
O=C(CSc1nc2ccccc2n1S(=O)(=O)c1ccccc1)N1CCCCC1	19	-6	7	7	3.0	14*	-19	-1
O=C(Nc1cccc(S(=O)(=O)N2CCCCC2)c1)c1ccc(S(=O)(=O)C(F)F)cc1	33	9	3	-2	48	-3	16	-8
COC(C(=O)C(O)C(C)O)C1Cc2cc3cc(OC4CC(OC5CC(O)C(O)C(C)O5)C(O)C(C)O4)c(C)c(O)c3c(O)c2C(=O)C1OC1CC(OC2CC(OC3CC(O)C(OC)C(C)O3)C(O)C(C)O2)C(O)C(C)O1 (centres undefined)	-15	/	/	5	-0.5	-3	-5	-3
CN(C)c1ccc(C(=O)Nc2nnc(C3=COCCO3)o2)cc1	-59	2	25	-1	-0.3	-2	6	-1

Exported with two lines to a compound: entries from further up
Every second line gives: SENP8 block | SENP7 block | SENP6 inh | HKDC1 inh | MPTP inh | GRIN3A LBD mod | PfGluPho inh | ATG4B inhibitor
Cc1c(CCO)c(=O)[nH]n1S(=O)(=O)c1ccc(Cl)cc1Cl
  -3 | -6 | -18 | 8 | 0.5 | 1 | 9 | -4
CC(=O)Nc1ccc2nc(-c3cccn3C)[nH]c2c1
  -142 | 4 | -7 | -5 | -0.7 | -2 | 1 | 9
CN(CC(=O)OCC(=O)NC1CCCC1)S(=O)(=O)c1ccc(Cl)cc1
  4 | 9 | 7 | 3 | -0.5 | -2 | -6 | -4
COc1cccc(CNC(=O)Cn2c(=O)c3cccn3c3ccccc32)c1
  -3 | -7 | 16 | -5 | -1.0 | 2 | 0 | -2
O=C(O)CN1C(=O)/C(=C\c2cccc(OC(=O)c3ccco3)c2)SC1=S
  13 | -5 | -1 | 9 | 0.1 | 3 | -16 | -17
CCOC(=O)c1[nH]cnc1C(=O)Nc1cccc(Cl)c1
  1 | -7 | -5 | -6 | -1.6 | -3 | 3 | -5
Cc1cc(/C=N/NC(N)=O)c(C)n1-c1ccc(F)cc1
  30 | 8 | -13 | -4 | -0.3 | 2 | 5 | -3
O=C(Nc1nc(-c2ccc(F)c(F)c2)cs1)Nc1ccc(F)cc1F
  9 | 1 | -9 | -3 | 5.6 | 5 | -8 | 6
Cc1nc2ccc3nc(NC(=O)c4ccco4)sc3c2s1
  -320 | 31 | 21 | 7 | -1.4 | -4 | 36 | -5
COc1ccc(-c2cn(Cc3ccc(C(N)=O)cc3)c(CCN)n2)cc1
  -195 | -6 | -4 | 1 | 0.8 | -2 | 0 | 1
Cc1cc(NC(=O)Cc2ccccc2)nc2c1c(=O)oc1ccccc12
  -17 | -14 | -6 | -1 | 1.5 | 2 | 15 | -3
Cc1ccc(NC(=O)COC(=O)c2cc(=O)c3cc(F)ccc3o2)cc1
  18 | -4 | -9 | 0 | 0.0 | 1 | 6 | -6
Cc1cc(C)n(C(=O)C(C(=O)c2ccccc2)C(C)C)n1 (centres undefined)
  10 | -9 | -17 | -7 | 3.6 | 1 | -1 | -1
COc1ccccc1NC(=O)c1cccc2c(Br)cccc12
  5 | 3 | 3 | -3 | 0.2 | 0 | 28 | 16

Remaining list, next part:
SMILES	SENP8 block	SENP7 block	SENP6 inh	HKDC1 inh	MPTP inh	GRIN3A LBD mod	PfGluPho inh	ATG4B inhibitor
CC(C)NC(=O)/C(=C\c1cccc([N+](=O)[O-])c1)NC(=O)c1ccccc1	11	5	14	1	-0.4	-2	-7	21
COCCNC(=S)Nc1ccc(Cl)c(Cl)c1	9	1	22	6	48	-6	10	-3
Cc1cc(C)c2cc3c(N)c(C(=O)N4CCc5ccccc5C4)sc3nc2c1	-224	4	-4	1	1.2	-3	16	26
OC(CN1CCc2ccccc2C1)c1ccccc1 (centres undefined)	15	4	-6	-9	-0.3	1	-1	3
Cc1cccc(Nc2ccncc2S(N)(=O)=O)c1	10	3	-2	-6	2.1	0	0	-7
Cc1cccc(NC(=O)CSc2nc3nc(C)cc(C)n3n2)c1	4	13	0	4	-1.7	0	5	-3
CN=c1scc(C)n1/N=C/c1ccc(O)cc1O	-33	78*	78*	-4	-4.5	-6	5	-6
O=C(Nc1ccccc1N1CCOCC1)c1cc2c(s1)CCCCC2	3	4	-1	-9	-1.3	0	9	1
CC(O)c1cccc(NC(=O)CCC(=O)O)c1 (centres undefined)	6	4	2	-17	0.2	-1	2	-7
Cc1ccc(C(=O)NCCCNc2ccccc2[N+](=O)[O-])cc1	22	12	-2	-11	2.0	3	13	5
Cn1c(N)c(C(=O)CSc2nc3ccccc3c(=O)n2CCCN2CCOCC2)c(=O)n(C)c1=O	8	4	12	3	0.1	2	-18	8
CC1CN(c2nc(Nc3ccccc3F)nc(N)c2[N+](=O)[O-])CC(C)O1 (centres undefined)	18	0	-16	3	-0.7	1	-7	0
COc1cccc(N2CCN(Cc3nc4scc(-c5ccccc5)c4c(=O)[nH]3)CC2)c1	-14	8	-3	-6	2.1	-5	4	-2
Cc1cc(OC(C)C(=O)N2C[C@H]3C[C@@H](C2)c2cccc(=O)n2C3)c2c(C)c(C)c(=O)oc2c1 (some centres undefined)	-173	-14	-6	1	0.5	-2	16	-2
Cc1ccc(Nc2nc3ccccc3s2)cc1	9	87*	82*	-7	1.6	22*	15	2
CCOC(=O)c1cnn(-c2c(Cc3ccccc3)c(C)nc3c(-c4ccccc4)c(C)nn23)c1N	13	-4	-11	9	16	2	-1	16
COc1ccccc1C(=O)Nc1ccc(Nc2ccccc2)cc1	14	-4	-19	-8	0.9	3	-10	12
C=CS(=O)(=O)c1ccc(Oc2ccc(S(=O)(=O)C=C)cc2)cc1	12	-1	8	10	26	-2	22	9
COc1ccc(C(=O)ON=C2C=C(C)C(=O)C(C)=C2)cc1	18	-10	-17	-2	2.6	-3	76*	-3
O=C(NCCc1ccccc1F)C1CC(=O)N(c2cccc(C(F)(F)F)c2)C1 (centres undefined)	16	/	/	0	0.1	1	7	-2
CC1=CC(C)(C)N2C(=O)C3(C(C#N)=C(N)Oc4cc(O)ccc43)c3c(C)c(C)cc1c32 (centres undefined)	12	-1	8	-2	-4.4	-8	6	-21
Cc1nn(C(=O)c2ccco2)c(C)c1CN1C(=O)c2ccccc2C1=O	0	2	-22	-6	0.5	-7	-27	4
O=C(Nc1ccc(C(F)(F)F)cc1)C1CC(=O)N(c2ccc3c(c2)OCCO3)C1 (centres undefined)	17	10	12	0	-11	-1	-1	-5
N=C1C(c2ccc(Br)cc2)=C(O)C2CCc3ccccc3N12 (centres undefined)	-8	8	-9	-6	-1.4	1	7	16
COC(=O)CCCCC1SCC(NC(=O)c2ccccc2)C1=O (centres undefined)	0	-9	11	-3	1.2	2	-5	3
Cc1onc(-c2ccccc2)c1C(=O)N/N=C/C(Br)=C/c1ccccc1	5	7	8	-3	18	-4	1	-7
O=C1OC[C@H]2CCCN2C(=O)[C@@H](CC(=O)N(CCO)Cc2ccccc2)C/C=C\C[C@@H]1Cc1ccc(F)cc1	13	10	-7	1	1.1	-2	9	-11

High-throughput results as filed in PubChem.
